Source: PubChem BioAssay
ER stress surv = ER stress cell death inhibition. CSM14.1 thapsigargin ER stress survival, ATP luminescence. relative survival (cellular ATP), % at 15 µg/mL (by protocol). 48,000 compounds, 0.33% hits. AID 1010;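 active = survival measured by cellular ATP above 50% at 15 µg/ml in the first screen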;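 note: cell death triggered by about 15 µM thapsigargin; ATP read 24 h after thapsigargin was added; plate controls were thapsigargin with DMSO for no effect and DMSO without thapsigargin for full effect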
* marks the source's active call; other numbers are inactive results. Not all compounds are listed. The share of hits here may be higher or lower than overall.

Preview (4 entries):
Oc1ccc(/C=N/Nc2nc3ccccc3s2)cc1 was read as ER stress surv -11.
`O=C(Nc1cccnc1)c1ccc(-c2ccccc2[N+](=O)[O-])o1` gave ER stress surv -2.
Cc1cc(C)c2nc(NC(=O)c3ccc(F)c(F)c3)sc2c1 was read as ER stress surv 4.
For Cc1cc(NS(=O)(=O)c2ccc(NC(=O)c3ccco3)cc2)nc(C)n1 the results were ER stress surv -2.

The whole of this part, from the first entry:
Oc1ccc(/C=N/Nc2nc3ccccc3s2)cc1 was read as ER stress surv -11.
`O=C(Nc1cccnc1)c1ccc(-c2ccccc2[N+](=O)[O-])o1` gave ER stress surv -2.
Cc1cc(C)c2nc(NC(=O)c3ccc(F)c(F)c3)sc2c1 was read as ER stress surv 4.
For Cc1cc(NS(=O)(=O)c2ccc(NC(=O)c3ccco3)cc2)nc(C)n1 the results were ER stress surv -2.
`CCOc1ccc(C(=O)Nc2ccc(OC)c(Cl)c2)cc1` gave ER stress surv -2.
Screening O=C(CCC(NC(=O)OCc1ccccc1)C(=O)OCc1ccccc1)Nc1ccccc1 (stereo unspecified) returned ER stress surv 12.
CC(=O)Nc1ccc(Cl)c(C(N)=O)c1 was read as ER stress surv 4.
Screening COc1ccc(CCNC(=O)Nc2ccccc2Cl)cc1OC returned ER stress surv -1.
CCOC(=O)C1=CS/C(=C2/C(=S)C(C)(C)Nc3c(OCC)cccc32)S1 was read as ER stress surv -3.
CCC(=O)Nc1c(C)n(C)n(-c2ccccc2)c1=O was read as ER stress surv 12.
O=[N+]([O-])c1ccc(OCC(O)CNc2ccccc2)cc1 (stereo unspecified) was read as ER stress surv -4.
C=C(C)c1cccc(C(C)(C)NC(=O)Nc2cc(C)ccn2)c1 was read as ER stress surv 2.
`O=C1/C(=C/c2c[nH]c3ccccc23)CC/C1=C\c1c[nH]c2ccccc12` gave ER stress surv -2.
For Brc1ccc(CC(Cc2nc3ccccc3[nH]2)c2nc3ccccc3[nH]2)cc1 (stereo unspecified) the results were ER stress surv 14.
`O=C(CC1SC(=Nc2ccccc2)N(c2ccccc2)C1=O)Nc1ccc(F)cc1` (stereo unspecified) gave ER stress surv 2.

Gathered by group, the entries above with fluorine
Cc1cc(C)c2nc(NC(=O)c3ccc(F)c(F)c3)sc2c1 was read as ER stress surv 4.
`O=C(CC1SC(=Nc2ccccc2)N(c2ccccc2)C1=O)Nc1ccc(F)cc1` (stereo unspecified) gave ER stress surv 2.

(listing goes on)
CC(=O)Nc1ccc(NC(=O)COc2ccc(Br)c(C)c2)cc1 was read as ER stress surv -2.
CN1CCN(C(=O)c2sc3cc(Cl)ccc3c2Cl)CC1 was read as ER stress surv -2.
`CCC(Oc1ccccc1)C(=O)Nc1ccc(S(N)(=O)=O)cc1` (stereo unspecified) gave ER stress surv 1.
CCCN(CCC)CCSc1nc(O)c(C(C)C)c(=O)n1-c1ccccc1 was read as ER stress surv 6.
Screening O=C(Nc1ccc2c(c1)OCO2)c1cccc(I)c1 returned ER stress surv 4.
CC(=O)n1ccc(C(=O)Nc2ccc(Cl)c(Cl)c2)n1 was read as ER stress surv 0.
For COc1cc(NC(=O)C(=O)NCc2ccco2)c(OC)cc1Cl the results were ER stress surv 16.
For Cc1ccc2c(c1)c1c3n2CCN(C(=O)c2ccc([N+](=O)[O-])cc2)C3CCC1 (stereo unspecified) the results were ER stress surv 1.
For O=C(CC(Nc1ccc2ncccc2c1)c1ccc(F)cc1)c1ccccc1 (stereo unspecified) the results were ER stress surv -8.
`CC1=C(C(=O)OC2CCCCC2)C(c2ccc(N(C)C)cc2)NC(=O)N1` (stereo unspecified) gave ER stress surv 2.
Screening COc1ccc(NS(=O)(=O)c2ccc(Br)cc2)cc1OC returned ER stress surv -2.
For CCOC(=O)c1c(C)nc2c(c1-c1ccc(Cl)cc1Cl)C(=O)CC(C)(C)C2 the results were ER stress surv 7.
Screening COc1ccc(C2C(C(C)=O)=C(O)C(=O)N2CC2CCCO2)cc1 (stereo unspecified) returned ER stress surv -1.
COc1cc(C(=O)NC(NC(=S)Nc2cc(Cl)ccc2Cl)C(Cl)(Cl)Cl)cc(OC)c1OC (stereo unspecified) was read as ER stress surv 3.
For CN(C)S(=O)(=O)c1ccc(C(=O)Nc2nc3ccc(Br)cc3s2)cc1 the results were ER stress surv 5.
Screening COc1ccc2c(c1)-c1c(sn(-c3ccc(Br)cc3)c1=S)C(C)(C)N2 returned ER stress surv 8.
Cc1ccc(S(=O)(=O)N(CC(O)Cn2c3ccccc3c3ccccc32)CC2CCCO2)cc1 (stereo unspecified) was read as ER stress surv 5.
For O=C(/C=C/c1ccccc1)NC(=S)Nc1cccc(NC(=O)c2ccccc2Cl)c1 the results were ER stress surv -1.
Screening CCOC(=O)C(CC(C)C)NC(=O)C(Cc1ccccc1)N1C(=O)c2ccccc2C1=O (stereo unspecified) returned ER stress surv -2.
Screening CCSc1nnc(NC(=O)/C=C/c2ccc(C(C)(C)C)cc2)s1 returned ER stress surv 12.
Screening Clc1ccc(-c2nc(N3CCOCC3)c3ccccc3n2)cc1 returned ER stress surv 1.
For O=C1CC(c2ccccc2)CC(O)=C1C=Nc1ccccc1-c1ccccc1 (stereo unspecified) the results were ER stress surv 13.
For O=C(C[n+]1ccccc1)OCC12CC3CC(CC(C3)C1)C2 the results were ER stress surv 2.
CCc1nc(-c2ccccc2)nc(-c2ccccc2)c1C was read as ER stress surv 0.
`O=C1NC(=S)N(c2ccc(Cl)cc2)C(=O)C1=Cc1ccsc1` gave ER stress surv -1.
For CCOC(=O)c1sc(NC(=O)C2CCCC2)c(C(=O)OCC)c1C the results were ER stress surv 8.
For CCOC(=O)c1c(NC(=O)CN2C(=O)c3cccc4cccc(c34)C2=O)sc2c1CCCC2 the results were ER stress surv 11.
For CCOc1ccc(/C=C2/C(=O)NN(c3ccccc3)C2=O)cc1 the results were ER stress surv 10.
Screening COc1cc2nc(-c3ccc([N+](=O)[O-])c(C)c3)oc(=O)c2cc1OC returned ER stress surv 6.
Screening O=[N+]([O-])c1ccc(C2Nc3ccc(Br)cc3C3C=CCC32)cc1 (stereo unspecified) returned ER stress surv 6.

No new results follow: 5 of the compounds above.
Screening COc1ccc2c(c1)-c1c(sn(-c3ccc(Br)cc3)c1=S)C(C)(C)N2 returned ER stress surv 8.
Cc1ccc(S(=O)(=O)N(CC(O)Cn2c3ccccc3c3ccccc32)CC2CCCO2)cc1 (stereo unspecified) was read as ER stress surv 5.
For O=C(/C=C/c1ccccc1)NC(=S)Nc1cccc(NC(=O)c2ccccc2Cl)c1 the results were ER stress surv -1.
Screening CCOC(=O)C(CC(C)C)NC(=O)C(Cc1ccccc1)N1C(=O)c2ccccc2C1=O (stereo unspecified) returned ER stress surv -2.
Screening CCSc1nnc(NC(=O)/C=C/c2ccc(C(C)(C)C)cc2)s1 returned ER stress surv 12.

The listing continues.
For Cc1ccc(S(=O)(=O)N(Cc2ccccc2)c2ccccc2C(=O)NCC(C)C)cc1 the results were ER stress surv 11.
Screening COc1ccc(/C=C2\C(=O)N(c3ccc(F)cc3)N=C2C)c(OC)c1 returned ER stress surv 0.
Screening O=C1c2ccc3c4c(ccc(c24)C(=O)N1c1ccccc1O)C(=O)N(c1ccccc1O)C3=O returned ER stress surv -1.
Cc1ccc(C(=O)NCc2ccccc2)o1 was read as ER stress surv 8.
CC(=O)Nc1ccc(NC(=O)c2ccc(C)cc2)cc1 was read as ER stress surv 3.
COc1cccc(NC(=O)/C(=C/c2ccc(C)o2)NC(=O)c2ccccc2)c1 was read as ER stress surv -2.
O=C(c1ccc(F)cc1)N1CCN(C2CCC(c3ccccc3)CC2)CC1 (stereo unspecified) was read as ER stress surv 3.
For COc1ccc(OC)c(NC(=S)NC(NC(=O)c2ccc(Cl)cc2Cl)C(Cl)(Cl)Cl)c1 (stereo unspecified) the results were ER stress surv 9.
`COc1ccc(C2Nc3ccccc3NC3=C2C(=O)CC(C)(C)C3)cc1COc1ccc(F)cc1` (stereo unspecified) gave ER stress surv 61*.
Screening O=S(=O)(Nc1ccc(O)c2ccccc12)c1cc(Cl)ccc1Cl returned ER stress surv -8.
`COC(=O)c1c(NC(=O)c2ccc(OC)cc2)sc2c1CCC2` gave ER stress surv 9.
Screening CC(=O)c1cccc(N2C(=O)C3C4c5ccccc5C(C(C)=O)(c5ccccc54)C3C2=O)c1 (stereo unspecified) returned ER stress surv 3.
Screening Cc1cc(Cl)ccc1NC(=O)COc1ccc(Br)cc1 returned ER stress surv 2.
Screening CCCC(=O)C1=C(O)C(C(=O)OC)C(C)(C)CC1=NC(C)CC (stereo unspecified) returned ER stress surv 0.
`CCCC(=O)Nc1nc2ccc(Cl)cc2s1` gave ER stress surv -7.
`Cc1cccc(N2C(=O)/C(=C/c3ccc(Br)cc3)SC2=S)c1C` gave ER stress surv 7.
For O=S(=O)(NCc1cccnc1)c1ccc(Cl)cc1 the results were ER stress surv 2.
Screening O=c1c(-c2ccccc2)[n+]([O-])c2ccccc2n1O returned ER stress surv 1.
For O=C1N/C(=N/N=C/c2ccccc2)SC1Cc1cccc(Cl)c1 (stereo unspecified) the results were ER stress surv -2.
COc1c(Cl)cc(Cl)cc1/C=c1\sc2nc3c(C)c(C)ccc3n2c1=O was read as ER stress surv 5.
Screening Cc1ccc(Cn2c(NC(=O)c3ccccc3)nc3ccccc32)cc1 returned ER stress surv 10.
O=C(c1cc2nc(-c3ccc([N+](=O)[O-])cc3)cc(C(F)(F)F)n2n1)N1CCOCC1 was read as ER stress surv 2.
`CCOc1ccc(N(CC(=O)Nc2ccc(OC)cc2)S(=O)(=O)c2ccc(SC)cc2)cc1` gave ER stress surv 4.
CN(C)CC(O)CN(c1ccccc1)S(=O)(=O)c1ccc([N+](=O)[O-])cc1 (stereo unspecified) was read as ER stress surv -14.
Screening O=C(Nc1ncc(Cc2ccc(Cl)cc2Cl)s1)c1ccc([N+](=O)[O-])cc1 returned ER stress surv 4.
`Cc1cc(C)c2nc3s/c(=C\c4ccc([N+](=O)[O-])cc4)c(=O)n3c2c1` gave ER stress surv 6.
For COc1cc(C(=S)N2CCCCC2)cc(Br)c1O the results were ER stress surv -4.
For Cc1ccccc1NC(=O)CN(c1ccc(Cl)cc1)S(C)(=O)=O the results were ER stress surv 9.
`N/C(=N\OC(=O)COc1ccccc1)c1cccnc1` gave ER stress surv -3.
Screening COc1ccc(Br)cc1C(=O)Nc1cccc(C(C)=O)c1 returned ER stress surv 0.

Next part; the last two above are carried over.
`N/C(=N\OC(=O)COc1ccccc1)c1cccnc1` gave ER stress surv -3.
Screening COc1ccc(Br)cc1C(=O)Nc1cccc(C(C)=O)c1 returned ER stress surv 0.
Screening Cc1sc2c(=O)n3c(nc2c1C(=O)NC1CCCCC1)CCCCC3 returned ER stress surv 18.
Screening CC1(C)N([O-])C(c2cccs2)=C[N+]1=O returned ER stress surv -2.
`O=C(N/N=C/C=N/NC(=O)c1ccccc1Cl)c1ccccc1Cl` gave ER stress surv 5.
For O=C(NCc1ccc(Cl)c(Cl)c1)c1cccc(F)c1 the results were ER stress surv -4.
`CC(=O)CCc1oc2ccc(C)cc2c1-c1ccccc1` gave ER stress surv -1.
`O=C(Nc1ccc(S(=O)(=O)N2CCCCC2)cc1)c1ccco1` gave ER stress surv 2.
For Cc1ccc2oc(-c3cccc(NC(=O)/C=C/c4cccc([N+](=O)[O-])c4)c3C)nc2c1 the results were ER stress surv 3.
`COc1cc(NC(=O)c2ccc3c(c2)C(=O)N(c2ccccc2OC)C3=O)c(C(=O)O)cc1OC` gave ER stress surv 7.
For Cc1ccc(NC(=O)COc2ccc3ccccc3c2)cc1Cl the results were ER stress surv -3.
COc1cc(/C=C2\N=C(c3ccccc3Cl)OC2=O)ccc1OC(=O)c1ccccc1Cl was read as ER stress surv 2.
Screening Cc1c(OCC(=O)c2ccccc2)ccc2c3c(c(=O)oc12)CCCC3 returned ER stress surv -3.
For Cc1cccc(-c2cc(NC(=O)c3ccc(Cl)cc3Cl)n[nH]2)c1 the results were ER stress surv 11.
CCN(CC)CCOC(=O)c1ccc(NC(=O)CCN2C(=O)S/C(=C\c3ccc(OC)cc3)C2=O)cc1 was read as ER stress surv -4.
`O=C(/C=C/c1ccc(F)cc1)Nc1cccc(Cl)c1Cl` gave ER stress surv 4.
CCOc1ccc(-c2nnc(NC(=O)CSCc3ccccc3)s2)cc1 was read as ER stress surv 6.
Screening CCOC(=O)c1ccccc1NC(=O)CN(c1ccc(C)cc1)S(=O)(=O)c1ccc(SC)cc1 returned ER stress surv 10.
For O=C(Nc1ccc(S(=O)(=O)Nc2ncccn2)cc1)c1ccccc1 the results were ER stress surv 2.
Screening O=C(NCC1CCCO1)c1nn2c(c1Cl)NC(c1cccs1)CC2C(F)(F)F (stereo unspecified) returned ER stress surv 0.
c1ccc(Nc2nc3c(s2)CCc2ccccc2-3)cc1 was read as ER stress surv 0.
For O=C(Nc1ccc2nn(-c3ccc(Cl)cc3)nc2c1)c1ccc2c(c1)OCCO2 the results were ER stress surv 2.
For CCCCCc1ccc(/C(C)=N/Nc2cc(-n3cc(C)cn3)ncn2)cc1 the results were ER stress surv 4.
`Cc1sc(NC(=O)c2ccc([N+](=O)[O-])cc2Cl)nc1-c1ccccc1` gave ER stress surv 2.
Screening CCn1ccnc1C(O)c1cc(OC)ccc1OC (stereo unspecified) returned ER stress surv 8.
O=c1cc(C(F)(F)F)c2ccc(OCc3ccc([N+](=O)[O-])cc3)cc2o1 was read as ER stress surv 3.
CCCOC(=O)C1=C(C)NC2=C(C(=O)CC(C)(C)C2)C1c1ccc(N(C)C)cc1 (stereo unspecified) was read as ER stress surv -3.
COC(=O)C1=C(C)N=c2s/c(=C\c3ccc4c(c3)OCO4)c(=O)n2C1/C=C/c1ccccc1 (stereo unspecified) was read as ER stress surv 5.
Screening O=Cc1cn(CCOc2ccc(Cl)cc2)c2ccccc12 returned ER stress surv 1.
